Source: PubChem BioAssay (several laboratories)
PG9 Ab binder: PG9 antibody binding by small molecule; TR-FRET gp120-PG9 antibody binding; inhibition, % at 6.7 µM; actives 0.43% (n = 360,000); in the data active = inhibition above about 8.5%
ABHD4 inh: inhibitors of mouse ABHD4; AID 720543; actives 0.54% (n = 370,000); Q8VD66; purified mABHD4, FP-Rh probe fluorescence polarization; inhibition, % at 8.92 µM;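 active = inhibition exceeding the mean over every tested compound plus 3 SD, cut at about 30% in these data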;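 also: 0% = plate median of compound wells and 100% = S159A mutant with DMSO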
Target sequence (Q8VD66 whole entry, looked up): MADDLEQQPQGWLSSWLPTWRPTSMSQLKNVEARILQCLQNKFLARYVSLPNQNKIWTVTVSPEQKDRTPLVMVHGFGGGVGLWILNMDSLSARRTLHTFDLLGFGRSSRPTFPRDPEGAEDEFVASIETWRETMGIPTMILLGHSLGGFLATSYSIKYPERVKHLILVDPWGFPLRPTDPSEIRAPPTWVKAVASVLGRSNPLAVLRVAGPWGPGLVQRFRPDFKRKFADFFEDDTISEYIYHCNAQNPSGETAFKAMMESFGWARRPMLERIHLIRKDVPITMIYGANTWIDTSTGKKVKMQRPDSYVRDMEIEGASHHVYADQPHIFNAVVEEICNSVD
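System: mouse ABHD4 enzyme, wild type / Medium: HEPES pH 7.0, NaCl, Pluronic buffer / Reagent: FP-Rh activity-based fluorescent probe / Control set: S159A mutant high control, sample median low control / Detection: fluorescence polarization with parallel and perpendicular emission, 525/598 nm / Schedule: 45 min + 60 min at 25 °C / Compound dosing: 8.92 µM, single dose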
PRMT1 FP inh: PRMT1 (human) inhibition, primary screen; inhibition, % at 2.79 µM; actives 1.3% (n = 370,000); AID 652257; recombinant PRMT1, activity-based probe fluorescence polarization; Q99873;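 active = inhibition above about 21% made by adding two undisclosed values, limit read from the data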
Target sequence (Q99873 whole entry, looked up): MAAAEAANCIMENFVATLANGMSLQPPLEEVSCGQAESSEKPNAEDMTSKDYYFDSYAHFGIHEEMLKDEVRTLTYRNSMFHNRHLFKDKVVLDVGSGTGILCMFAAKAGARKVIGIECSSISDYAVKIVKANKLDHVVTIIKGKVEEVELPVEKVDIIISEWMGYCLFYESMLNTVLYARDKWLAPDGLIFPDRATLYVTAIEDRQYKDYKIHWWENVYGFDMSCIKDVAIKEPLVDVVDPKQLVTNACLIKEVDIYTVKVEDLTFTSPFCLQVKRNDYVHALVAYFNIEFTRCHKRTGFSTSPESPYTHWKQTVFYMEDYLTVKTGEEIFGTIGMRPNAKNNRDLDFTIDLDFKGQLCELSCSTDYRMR
rCAG binder: molecules binding r(CAG) RNA repeats. r(CAG) RNA repeat, TO-PRO-1 dye displacement fluorescence. inhibition, % at 3 µM. actives 1.3% (n = 370,000);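 active = inhibition above the plate cutoff, the mean of all test compounds on that plate plus 3 SD, cut at about 35% in these data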;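 also: 0% = DMSO alone and 100% = 100 µM mitoxantrone as full dye displacement; higher means more dye released from RNA so lower well fluorescence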
TDP2 inh: TDP2 (human) inhibition, absorbance primary screen; actives 0.34% (n = 370,000); recombinant TDP2, T5PNP hydrolysis, p-nitrophenol absorbance 415 nm; inhibition, % at 12.8 µM; O95551;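 active = inhibition above the mean of all tested compounds plus 3 SD, set per campaign, cut at about 25% in these data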;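 also: 0% = DMSO with enzyme and 100% = buffer with substrate but no TDP2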
Target sequence (O95551 whole entry, looked up): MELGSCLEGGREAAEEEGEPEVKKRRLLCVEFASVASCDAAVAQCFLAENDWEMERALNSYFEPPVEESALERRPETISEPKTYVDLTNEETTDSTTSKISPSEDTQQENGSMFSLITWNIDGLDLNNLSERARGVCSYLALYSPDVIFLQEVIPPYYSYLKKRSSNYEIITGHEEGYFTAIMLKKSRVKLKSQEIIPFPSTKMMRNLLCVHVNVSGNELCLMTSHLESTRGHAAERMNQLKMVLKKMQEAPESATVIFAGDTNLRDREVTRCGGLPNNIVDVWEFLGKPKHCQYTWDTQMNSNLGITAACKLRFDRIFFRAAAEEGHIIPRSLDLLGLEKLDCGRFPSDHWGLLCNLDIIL
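System – recombinant human TDP2 · Quantity – TDP2 enzyme at 120 nM final · Doses – single concentration, 12.8 µM nominal, with 1% DMSO · Incubation – 2 h at 37 °C · Measured by – epi absorbance of p-nitrophenol freed from T5PNP by hydrolysis · Read-out – % inhibition relative to enzyme-containing and enzyme-free wells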
TCR CD3 inh: blocks the human TCR-CD3 interaction. TAMRA-labeled TCR probe fluorescence, biochemical. inhibition, % at 9.4 µM. actives 0.37% (n = 360,000). AID 651800; in the data active = inhibition above about 19%;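 also: recombinant mutant TCR 2C K166C tagged with TAMRA read by polarization; 0% = receptor in buffer alone and 100% = receptor with positive control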
SIAE primary: human SIAE inhibition, primary screen. Q9HAT2. SIAE FP-Rh probe binding, fluorescence polarization. inhibition, % at 9.66 µM. actives 0.69% (n = 370,000);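 active = inhibition above a cutoff: mean of compounds within the control limits plus 3 SD of those, cut at about 17% in these data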;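 also: 0% = plate median of compound wells and 100% = probe without SIAE protein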
NR1D1 modulator: Rev-erb alpha (human) modulation | Rev-erbα–FITC-DNA binding, fluorescence polarization, 90 min | P20393 | AID 1259318 | actives 0.79% (n = 370,000) | activity, % at 10 µM;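 active = activity above about 14%, limit read from the data; passing the limit was not always enough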;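 also: 0% = DMSO wells with 35 nM protein and 100% = DMSO wells with 750 nM protein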
LEDGF integ inh: blocks HIV-1 LEDGF/p75-dependent DNA integration. TR-FRET IN-LEDGF/p75 DNA integration, Eu/Cy5. actives 0.64% (n = 370,000). inhibition, % at 3.7 µM. AID 743269;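 active = inhibition above the screen-wide mean plus 3 SD, cut at about 13% in these data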;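 also: signal is the Cy5 over europium emission ratio at 671 and 618 nm; 0% = plate median of compound wells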
HTRA1 inh: HTRA1 (human) protease inhibition | AID 504803 | recombinant HTRA1, FP-rhodamine activity-based probe, fluorescence polarization | actives 0.5% (n = 340,000) | Q92743 | inhibition, % at 5.96 µM; in the data active = inhibition above about 36%;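 also: 0% = enzyme with DMSO and 100% = wells lacking enzyme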
* hit, by the source's call; nt = not tested or not shown. A portion of the library. The share of hits here may be higher or lower than overall.

SMILES	PG9 Ab binder	ABHD4 inh	PRMT1 FP inh	rCAG binder	TDP2 inh	TCR CD3 inh	SIAE primary	NR1D1 modulator	LEDGF integ inh	HTRA1 inh
CCS(=O)(=O)c1ccc2c(c1)N(S(=O)(=O)c1cccs1)CC(C(=O)O)O2 (stereo not given)	-0.4	3.6	2.8	1.4	3.8	6.7	2.9	-0.1	-2.6	-5.5
O=C(COc1cccnc1[N+](=O)[O-])Nc1cc(S(=O)(=O)N2CCCCC2)ccc1Cl	-0.7	-0.6	0.6	1.2	12.0	-6.4	-3.3	-2.4	-2.7	-4.6
Cn1c(N)c(C(=O)CSc2nnc(-c3ccccc3F)n2C2CC2)c(=O)n(C)c1=O	-1.0	1.4	-1.4	-5.1	0.1	-2.7	-6.0	-0.5	-0.7	1.6
Cc1cccc(NC(=O)CCS(=O)(=O)c2cc3c(cc2Cl)NC(=O)CO3)c1	-2.0	3.1	-0.8	2.4	10.6	2.0	-1.3	2.0	0.1	5.5
COc1ccc(C2N(c3ccccc3)CCN2c2ccccc2)cc1O	-5.2	4.5	-1.6	-1.9	3.2	3.9	0.2	-0.4	-2.1	2.9
C=CCNC(=O)c1onc(CSc2ccc(C(C)C)cc2)c1C(=O)O	-4.3	-10.5	-2.1	37.8*	10.6	5.6	3.5	-0.5	0.0	-20.8
O=C(c1cc(-c2cccnc2)nc2ccccc12)N1CCN(S(=O)(=O)c2ccc(Cl)s2)CC1	-2.0	6.9	2.0	1.2	5.2	-1.9	-4.5	3.8	0.9	-8.1
COc1cccc(N2CCN(CC(=O)N(C)Cc3ccccc3Cl)CC2)c1	nt	6.3	-1.2	-0.6	-2.1	nt	3.6	-6.3	-2.3	nt
Cc1ccccc1-c1nnc(SCC(=O)NC2CCCCC2)o1	-0.4	0.6	2.1	-3.6	8.7	6.6	-0.5	-6.6	-0.5	-9.2
Cc1cccc(C(=O)NNC(=O)CSc2nnc(C(C)C)n2C)c1	2.7	7.8	-1.9	0.9	-6.7	5.9	-5.7	-2.9	-2.5	-0.1
Cc1nnc(C)n1/N=C/c1ccc(-c2ccccc2Cl)o1	1.2	5.3	2.6	-1.0	13.5	-6.0	-0.7	-4.1	-4.6	-15.3
CN(C)S(=O)(=O)c1ccc(C(=O)NCC2(N3CCOCC3)CCCCC2)cc1	1.5	0.4	3.1	2.3	8.2	1.6	2.9	3.3	-5.3	7.2
COC(=O)C1=C(C)N(C)C(=NCc2cc(OC)c(OC)c(OC)c2)NC1c1cccc(F)c1 (stereo not given)	-0.2	2.4	-3.8	6.0	9.5	2.4	8.2	-4.2	2.5	nt
COC(=O)c1cc(=O)n(Cc2ccc3c(c2)OCO3)c(=Nc2ccc(F)cc2)s1	-0.3	2.2	5.6	2.1	-2.4	0.0	5.8	-2.0	1.3	-0.6
CCN(CC)S(=O)(=O)c1ccc(N2CCCC2)c(NS(=O)(=O)c2ccc([N+](=O)[O-])cc2)c1	-4.2	10.7	0.7	20.3	-19.6	6.8	-3.3	9.4	2.4	6.5
CC(C)(O[C@@H]1O[C@H](CO)[C@@H](O)[C@H](O)[C@H]1O)[C@@H]1CC=C(C(=O)O)CC1	-2.0	6.1	-0.5	-0.2	2.5	8.9	-0.2	-3.1	-0.9	-1.4
Nn1c(COc2ccccc2)nc2ccccc2c1=O	1.5	2.6	-1.5	2.3	0.3	-0.3	2.4	3.8	0.5	-5.7
CC1(C)SC2c3ccccc3C(=O)N2[C@@H]1C(=O)NCCCN1CCOCC1 (stereo not given in full)	-1.8	-2.3	-1.8	-2.2	-9.2	3.1	8.7	6.7	-1.8	3.5
COc1ccc(CNC(=O)CCN2C(=O)c3ccccc3S2(=O)=O)cc1	1.4	4.9	-2.6	-0.4	3.9	2.2	-0.8	-2.3	1.5	6.1
C[C@@H]1CN([C@@H](C)CO)C(=O)CCCn2nncc2CO[C@H]1CN(C)S(=O)(=O)c1cccc(C#N)c1	0.6	0.0	-2.2	0.5	13.6	-1.4	-1.4	-5.8	0.3	1.4
CCN1C(=O)/C(=C2/C=Cc3cc(C)ccc3N2CC)N(C)C1=S	-23.4	2.9	-1.8	-1.4	-6.2	-3.0	3.4	-1.7	-3.4	3.9
NC(=O)C1CCN(CCCNC2CC(=O)N(Cc3ccc(N4CCCC4=O)cc3)C2=O)CC1 (stereo not given)	-0.9	4.2	16.2	1.4	3.5	1.9	11.5	7.2	-1.7	-1.4
O=C(COC(=O)c1cccnc1Cl)Nc1cccc(S(=O)(=O)N2CCCCC2)c1	-0.4	-5.6	-1.2	2.5	7.7	1.8	0.8	-5.4	3.2	31.6
CCOCCCNC(=O)CN1C(=O)NC(Cc2c[nH]c3ccccc23)C1=O (stereo not given)	-3.5	8.3	-1.6	-0.7	-4.5	2.8	-0.6	2.3	-3.4	2.0
CC(C)CCN(CC(=O)NCc1ccc(F)cc1)S(=O)(=O)c1ccccc1F	-0.3	-4.3	-4.6	-9.2	-6.2	4.4	6.0	-4.2	0.5	-1.9
O=C(CCC1CCCCC1)NC1CCCCC1	1.5	9.2	0.6	-0.2	0.6	-5.8	2.8	3.1	-5.0	-2.5
Cc1cccc(C)c1NC(=O)CN1CCN(C(=O)CNC(=O)c2ccc(-c3ccccc3)cc2)CC1	-0.8	-8.9	3.8	2.1	1.4	-4.0	8.7	4.7	-0.6	-6.1
CCOc1ccc(NC(=O)CCC(=O)OC)cc1	1.0	-7.4	5.0	1.2	-7.1	3.1	3.1	-3.0	0.5	-3.7
O=C(CSc1ncnc2c1nnn2Cc1ccc(F)cc1)NC1CCCC1	1.8	0.8	1.8	-2.9	-6.7	-0.9	-2.5	-9.2	-10.4	5.1
CC(C)(C)c1ccc(CN2C(=O)c3ccccc3S2(=O)=O)cc1	1.7	-8.7	2.1	-4.6	10.7	-5.2	-5.3	1.7	-3.1	-20.9
OCCC1CN(Cc2cccc3nonc23)CCN1Cc1ccsc1 (stereo not given)	-2.0	-15.3	-10.7	-2.0	-22.9	5.0	-4.2	-6.0	4.1	3.0
CCOC(=O)C1=CNS(=O)(=O)NC1c1ccc(C)cc1 (stereo not given)	1.0	1.3	-0.3	3.0	-5.1	-3.8	0.9	3.4	0.1	3.5
O=C(N/N=C/c1ccco1)c1ccc(NC(=O)C2CC2)cc1	-2.9	-3.0	-3.5	-1.3	-12.7	5.2	6.6	0.2	5.5	-2.2
COc1cc(CN2CCN(C(C)C)C(CCO)C2)ccc1OCc1ccccc1 (stereo not given)	0.3	-7.2	1.2	-8.8	-12.9	-3.9	-6.9	-5.0	-0.9	4.1
COc1ccc(Nc2ccc(S(=O)(=O)N3CCCCC3)cc2[N+](=O)[O-])cc1OC	-0.5	-10.2	-1.4	4.3	0.2	-0.9	3.8	-2.1	-4.2	4.3
COc1cc(C#N)c(NS(=O)(=O)c2ccc3[nH]c(=O)sc3c2)cc1OC	-0.7	-0.8	0.2	3.3	8.7	-0.9	1.5	-1.0	-0.4	-1.1

Quoted at random: 3 entries already listed, in no set order.
SMILES	PG9 Ab binder	ABHD4 inh	PRMT1 FP inh	rCAG binder	TDP2 inh	TCR CD3 inh	SIAE primary	NR1D1 modulator	LEDGF integ inh	HTRA1 inh
CC(C)CCN(CC(=O)NCc1ccc(F)cc1)S(=O)(=O)c1ccccc1F	-0.3	-4.3	-4.6	-9.2	-6.2	4.4	6.0	-4.2	0.5	-1.9
O=C(N/N=C/c1ccco1)c1ccc(NC(=O)C2CC2)cc1	-2.9	-3.0	-3.5	-1.3	-12.7	5.2	6.6	0.2	5.5	-2.2
COc1cc(C#N)c(NS(=O)(=O)c2ccc3[nH]c(=O)sc3c2)cc1OC	-0.7	-0.8	0.2	3.3	8.7	-0.9	1.5	-1.0	-0.4	-1.1

Continued:
SMILES	PG9 Ab binder	ABHD4 inh	PRMT1 FP inh	rCAG binder	TDP2 inh	TCR CD3 inh	SIAE primary	NR1D1 modulator	LEDGF integ inh	HTRA1 inh
Cc1occc1-c1nnc(SCC(=O)Nc2nc3ccccc3s2)o1	0.4	1.3	2.9	3.4	-2.8	4.8	-6.3	-1.3	3.1	4.8
O=P(c1ccccc1)(c1ccccc1)C(c1ccccn1)P(=O)(c1ccccc1)c1ccccc1	1.3	9.5	2.3	-10.1	10.1	4.8	-6.3	-3.0	-3.5	nt
COc1ccc(S(=O)(=O)NCC(=O)Nc2cccc(C)c2C)cc1OC	2.2	-7.2	-9.4	-1.6	-5.4	-1.8	-1.1	-2.0	2.6	-0.3
CCN1CCc2c(sc(NC(=O)c3ccc4ccccc4c3)c2C(N)=O)C1	2.3	-4.5	1.1	9.6	-7.2	0.6	-10.5	-4.0	1.4	-33.0
CC(=O)Nc1ccc(S(=O)(=O)N2CCC(N(C)CCC(C)C)CC2)cc1	-0.9	5.6	-1.8	1.0	0.0	0.5	0.0	0.1	4.1	4.7
COc1cccc(CNC(=O)CN2c3cccc4cccc(c34)S2(=O)=O)c1	1.1	11.7	1.8	13.4	14.9	8.3	-7.2	-5.3	3.6	-2.8
Cc1ccc(C#CC[N+](C)(C)CC#Cc2ccccc2)cc1	1.6	2.7	1.9	6.3	4.8	-1.9	-3.8	2.0	-1.0	0.3
Cc1ccc(NC(=S)/N=C(\N)Nc2nc(C)c3ccccc3n2)cc1C	1.5	-2.5	-1.1	18.9	-7.3	6.5	-8.5	7.5	1.1	-28.5
Cc1ccc(NC(=O)c2cc(-c3cc(F)ccc3OCC3CCCO3)n[nH]2)cc1NS(C)(=O)=O (stereo not given)	0.6	-31.3	-2.0	4.2	2.6	3.4	-24.0	-3.4	-0.2	nt
Cc1cc(C(=O)NNC(=O)CCCOc2ccccc2)c(C)o1	0.3	-0.6	-3.9	2.9	-14.2	-0.7	-4.1	-7.5	4.6	-2.5
O=C(Nc1ccnc(-c2cccnc2)n1)c1cccs1	1.3	-1.8	2.4	-2.2	0.9	-13.3	-0.4	nt	-3.2	1.0
COC(=O)CC1C(=O)NCCN1C(=O)Nc1ccc(Cl)c(Cl)c1 (stereo not given)	0.2	-3.3	-0.4	0.5	10.4	-0.8	6.9	-5.0	2.1	2.6
O=C(NCCS(=O)(=O)N1CCN(c2ccccc2)CC1)c1ccc2c(c1)OCO2	-0.3	1.6	-0.3	-4.4	23.9	-7.5	6.2	3.1	-1.7	-4.5
CNC(=O)c1ccc(NC(=O)C2CCN(S(=O)(=O)c3cccc(C(F)(F)F)c3)CC2)cc1	2.7	-0.1	1.6	1.0	-7.2	-2.2	2.1	7.9	1.8	8.5
Cn1cnc(CCNC(=O)C[C@H]2CC[C@@H]3[C@H](COC[C@H](O)CN3C(=O)C3CCCC3)O2)c1	0.4	-14.3	3.3	1.1	8.8	-3.4	-8.6	2.0	0.9	nt
CCCN(Cc1ccccc1)C(=O)Nc1ccc2c(c1)nnn2C	0.9	-5.3	-2.7	-4.5	-11.9	-3.6	6.4	-1.4	4.8	-1.7
COC(=O)C[C@H](NC(=O)Cn1cnc2c(NCc3ccccc3)ncnc21)C(=O)OC	-0.3	1.2	0.9	-0.4	2.1	-2.3	11.7	-0.3	1.9	4.4
C=C(C)CNC(=S)N/N=C/c1ccc(N2CCOCC2)cc1	-3.8	7.0	0.1	-1.8	11.2	-2.7	4.4	-0.7	1.5	0.0
